ER stress rescue – rescue of cells from ER stress-induced death, primary screen, 384-well, CSM14.1, thapsigargin, ATP luminescence (AID 1222) | CSM14.1 thapsigargin-induced death rescue, ATP luminescence; higher % means a stronger effect | cellular ATP content (survival), % at 20 µM, or EC50 in µM where a hit was titrated | 190,000 tested, under 10 active;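 active means EC50 below 50 µM in the dose-response confirmation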;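 further: death triggered by thapsigargin at about 15 µM added after 2 h compound pretreatment; cell ATP read after overnight thapsigargin exposure of roughly 18 to 22 hours; normalized against plate controls of thapsigargin alone and 5% DMSO vehicle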
PhoP inhibition – inhibitors of PhoP regulon expression, primary screen, Salmonella Typhimurium, GFP reporter (AID 1863). S. Typhimurium PhoP-regulated promoter GFP reporter, 4 h; higher % means a stronger effect. inhibition, % at 50 µM, or IC50 in µM where a hit was titrated. actives 0.16% (n = 300,000);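 active means inhibition over 29.93%, a cutoff 3 SD above the screen mean, later confirmed by dose response; inconclusive means inhibition over 29.93% but no dose response follow-up; inactive means inhibition at most 29.93% or unconfirmed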;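 further: 0% = low Mg2+ inducing control and 100% = high Mg2+ repressing control; strong numbers were not always called active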
Rac1 GTP hydrolysis – MgcRacGAP GTPase-activating activity inhibitors, confirmation, biochemical, ADP Hunter fluorescence; Rac GTPase-activating protein 1 (Homo sapiens); MgcRacGAP-stimulated Rac1 GTP hydrolysis, ADP Hunter fluorescence; higher % means a stronger effect; GST-tagged Rac1 F28L mutant substrate; inhibition, % at 30 µM; hits with a dose series show IC50 in µM; actives 0.6% (n = 340,000);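 active means first-screen hits whose inhibition reached a set limit at any dose in the follow-up dose series; inconclusive means inhibition above the set first-screen limit but never retested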;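 further: fluorescence reports GDP produced by GAP-driven GTP hydrolysis; strong numbers were not always called active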
SV40 large T antigen – SV40 large T antigen inhibitors, biochemical (AID 1903) | SV40 large T antigen ATPase/helicase inhibition assay; higher % means a stronger effect | inhibition, % at 20 µM, or IC50 in µM where a hit was titrated | actives 0.39% (n = 310,000); in the data active means a potency from the dose series; inconclusive means inhibition mostly from about 32% at the one dose, without a potency; inactive means the rest, 99 in 100 with inhibition below about 32%; further: strong numbers were not always called active
West Nile antiviral – West Nile virus antiviral activity, cell-based, CPE readout (AID 1621); actives 0.02% (n = 290,000); CPE inhibition, % at 10 µM, or IC50 in µM where a hit was titrated; West Nile virus-infected cells, CPE inhibition; higher % means a stronger effect; in the data active means a potency from the dose series; inconclusive means CPE inhibition mostly from about 3.7% at the one dose, without a potency; inactive means the rest, 99 in 100 with CPE inhibition below about 2.2%; further: strong numbers were not always called active
GPR35 arrestin U2OS – GPR35 antagonists blocking zaprinast-driven arrestin recruitment, primary screen, imaging, U2OS, beta-arrestin-GFP, zaprinast agonist (AID 2058); G-protein coupled receptor 35 (Homo sapiens); U2OS GPR35 beta-arrestin-GFP translocation imaging, zaprinast antagonism; higher % means a stronger effect; one-dose inhibition, % at 10 µM; IC50 in µM for titrated hits; actives 0.052% (n = 290,000);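 active means inhibition of at least 50% with at least 30 cells and total cytoplasm GFP at most 10,000,000; inconclusive means under 30 cells or total GFP of 10,000,000 plus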
LYP inhibition – inhibitors of LYP phosphatase, biochemical, fluorescence intensity, uHTS (AID 1779) | Tyrosine-protein phosphatase non-receptor type 22 (Homo sapiens) | inhibition, % at 11.5 µM; hits with a dose series show IC50 in µM | recombinant LYP phosphatase, fluorescence intensity; higher % means a stronger effect | actives 0.054% (n = 290,000); in the data active means inhibition above about 50%;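 further: plate controls were vehicle with enzyme for no effect and no enzyme for full effect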
Dengue-2 NS5 capping – Dengue-2 NS5 methyltransferase inhibitors, primary screen, biochemical, confirmation dose response (AID 588689). inhibition, % at 25 µM; hits with a dose series show IC50 in µM. Genome polyprotein (Dengue virus type 2 (strain 16681-PDK53)). actives 0.3% (n = 340,000). Dengue-2 NS5 methyltransferase capping enzyme assay, biochemical; higher % means a stronger effect; in the data active means a potency from the dose series; inconclusive means inhibition above about 29% without an active follow-up result
RSV antiviral HEp-2 – RSV antiviral activity via CPE protection, HEp-2 cells, primary 10 µM value included (AID 2391) | actives 0.13% (n = 310,000) | HEp-2 cells, RSV-induced CPE inhibition; higher % means a stronger effect | one-dose CPE inhibition, % at 10 µM; IC50 in µM for titrated hits; in the data active means a potency from the dose series; inconclusive means CPE inhibition mostly from about 23% at the one dose, without a potency; inactive means the rest, 99 in 100 with CPE inhibition below about 21%; further: strong numbers were not always called active
* = called active by the depositor; ? = inconclusive; / = no result given. No enrichment for hits (roughly 1.5% active in at least one column).

SMILES	ER stress rescue	PhoP inhibition	Rac1 GTP hydrolysis	SV40 large T antigen	West Nile antiviral	GPR35 arrestin U2OS	LYP inhibition	Dengue-2 NS5 capping	RSV antiviral HEp-2
CCn1nc(C(=O)OCC(=O)NCC(C)C)c2ccccc2c1=O	0.1%	-1%	7%	25%	0.8%	5%	-6%	-1%	1.8%
CCCCn1c(N)c(-c2nc3ccccc3s2)c2c([N+](=O)[O-])nn(CC)c(=O)c21	-3.0%	3%	1%	8%	-0.9%	-19%	-5%	-3%	5.8%
CC(=O)N1CCN(C(=O)c2ccc(S(=O)(=O)Nc3ccccc3Cl)cc2)CC1	/	-7%	4%	11%	/	/	/	-6%	0.5%
FC(F)(F)c1cccc(-c2nc3nc(Cl)c(Cl)nc3[nH]2)c1	/	-1%	15%	7%	?	-4%	1%	-22%	6.3%
Cc1ccc(CNC(=O)COc2ccccc2-c2ccccc2)cc1	0.0%	10%	8%	7%	-1.4%	7%	-2%	-1%	1.2%
Cc1sc2ncn(CC(=O)N3CCN(c4ccccn4)CC3)c(=O)c2c1S(=O)(=O)N1CCCCC1	/	1%	-1%	0%	-1.0%	1%	-8%	-4%	2.0%
C=CCOc1c(CNn2nnnc2N)cccc1OC	-2.3%	-8%	4%	4%	0.3%	-7%	-3%	1%	0.1%
O=C(Nc1ccc(Cl)c(Cl)c1)OCc1cncs1	-2.3%	-8%	7%	14%	-0.4%	-3%	-6%	-8%	?
CCOc1cc(C=O)ccc1OCC(N)=O	2.3%	-3%	1%	-3%	0.2%	15%	-6%	-3%	1.8%
O=C(NCCN1CCOCC1)c1cccn2c(=O)c3c4c(sc3nc12)CCCC4	/	-13%	/	2%	-0.4%	-13%	1%	/	-0.8%
CCN(c1ccccc1)S(=O)(=O)c1ccc(OC)c(NC(=O)CNC)c1	-1.0%	-8%	30%	-1%	-1.2%	-11%	-7%	5%	0.5%
O=C(NCc1cccc(Br)c1)C1CC2Cn3c(nc4ccccc43)C2N1c1ccccc1 (stereo not drawn)	/	/	5%	15%	-0.1%	/	/	-8%	0.9%
Clc1cc(Br)ccc1OCCCn1ccnc1	0.8%	26%	24%	8%	-1.1%	-11%	1%	-11%	3.6%
CC(=O)N(Cc1nc2sc(C)c(C)c2c(=O)[nH]1)C1CCCC1	1.4%	-9%	-2%	6%	-1.4%	11%	-7%	1%	6.4%
COc1ccccc1N(CC(=O)Nc1ccc(C(F)(F)F)cc1)S(C)(=O)=O	-1.5%	0%	4%	4%	-1.2%	-14%	5%	/	-2.3%
CCN1CCN(c2ccc(S(=O)(=O)N3CCCCC3)cc2NC(=O)c2ccc(OC(F)F)cc2)CC1	/	-3%	-5%	15%	/	/	/	-6%	0.8%
CN1CCC(=NNC(=O)c2ccc(N(Cc3ccccc3Cl)S(C)(=O)=O)cc2)CC1	1.2%	4%	2%	5%	-0.3%	-2%	13%	-1%	1.1%
COC(=O)Cc1c(C)c2ccc(OCC(=O)N3CCC(C)CC3)c(C)c2oc1=O	/	2%	10%	6%	0.9%	-13%	-7%	9%	9.6%
CCN(CC)CCCN=Cc1c(O)n(Cc2ccccc2)c(=O)c2ccccc12	-1.0%	-7%	17%	13%	?	16%	-7%	5%	-0.3%
CCc1nnc(N/N=C/c2c(F)cccc2Cl)n1N	/	0%	11%	20%	0.9%	2%	-3%	/	1.6%
CCc1ccc(CNCc2ccc(F)cc2)cc1	-3.9%	7%	5%	2%	-1.0%	-2%	-4%	-3%	0.1%
O=C(c1ccc(Cl)c(Cl)c1)N1CCOCC1	-2.8%	-11%	7%	3%	0.3%	-2%	-3%	3%	0.3%
CCN(C(=O)CN1C(=O)c2ccccc2S1(=O)=O)C1CCCCC1	/	-4%	8%	18%	/	/	/	-6%	-1.0%
CCOC(=O)C1C(=O)C=C(c2ccc(C)cc2)CC1c1ccco1 (stereo not drawn)	3.1%	2%	3%	5%	-0.1%	-5%	7%	-2%	6.0%
N#Cc1nc(-c2ccccc2F)oc1N1CCN(C(=O)c2ccco2)CC1	/	-3%	7%	12%	1.0%	-6%	-2%	3%	2.4%
CCOc1ccccc1OCC(=O)NNC(=O)Cn1cnc2c1c(=O)n(C)c(=O)n2C	-0.9%	-1%	1%	9%	0.1%	9%	-10%	-11%	-0.6%
CN(C)c1nc(-c2ccccc2)nnc1C(F)(F)F	-2.5%	3%	4%	9%	0.1%	-6%	-10%	/	3.3%
Cc1ccc2c(C)c(C(=O)N3CCN(c4cnccn4)CC3)oc2c1C	/	3%	8%	29%	-0.9%	-2%	-8%	2%	17%
O=C(CCl)Nc1c[nH]c(=O)[nH]c1=O	2.0%	7%	11%	10%	-0.5%	-4%	-1%	-4%	/
CCOC(=O)c1ccc(NS(=O)(=O)c2cc(-c3nnnn3C(C)C)ccc2OC)cc1	-1.0%	5%	-6%	0%	-0.3%	1%	-7%	-1%	1.6%
CCOC(=O)c1ccccc1NC(=O)CN(c1cccc(OC)c1)S(C)(=O)=O	-1.2%	4%	3%	-1%	-1.4%	4%	2%	4%	1.3%
CCOC(=O)Nc1nc2ccccc2s1	1.5%	17%	-4%	15%	0.5%	11%	-8%	-3%	0.6%
O=C(CN1C(=O)c2ccccc2C1=O)NCc1ccc(C(=O)O)cc1	/	/	6%	7%	0.5%	2%	-7%	-2%	-0.3%
CCN(c1ccccc1)C1(O)C(=O)c2ccccc2C1=O	-0.2%	-6%	3%	4%	0.5%	-1%	-4%	-3%	-0.3%
O=C(CSCc1ccccc1Cl)Nc1ccc2c(c1)OCCO2	-1.7%	1%	4%	34%	-0.5%	12%	-3%	1%	9.6%
CCC(C)NC(=O)c1cc(-c2ccc3c(c2)OCO3)on1 (stereo not drawn)	/	11%	4%	7%	-0.8%	10%	-8%	-8%	2.2%
COc1ccc(CCN2C(=O)C(Oc3ccccc3C)C2c2ccc3c(c2)OCO3)cc1OC (stereo not drawn)	2.1%	-7%	10%	3%	0.6%	2%	-7%	-1%	8.4%
Cc1sc2ncnc(OCC(=O)N3CCN(S(=O)(=O)c4ccc(Cl)cc4)CC3)c2c1C	-3.4%	6%	5%	-5%	-0.5%	5%	3%	-8%	1.5%
Cc1ccc(NC(=O)c2cncc(Br)c2)nc1	/	-3%	3%	26%	-0.8%	-8%	-7%	-7%	0.6%
Cc1ccc(OCc2nnc(SCC(=O)c3cccc([N+](=O)[O-])c3)n2C)cc1	1.4%	21%	13%	7%	-1.6%	-11%	-4%	-3%	2.8%
Cc1nc([N+](=O)[O-])cn1CC(=O)c1ccc(F)cc1	/	1%	9%	11%	-0.3%	5%	-4%	-6%	0.9%
CCCc1ccc(-c2cc(C(=O)NN3CCOCC3)c3ccccc3n2)cc1	-1.7%	-3%	6%	-5%	-0.8%	-8%	-2%	-6%	2.1%
CCc1nc2oc3ccccc3c(=O)c2c(=O)n1-c1ccc(C)cc1	/	1%	/	18%	1.2%	-5%	-1%	/	4.0%
CC1CC(C)CN(c2ncnc3c2cnn3C)C1 (stereo not drawn)	-1.4%	0%	4%	10%	-0.5%	-2%	-2%	5%	-0.5%
O=S(=O)(NCCc1csc(-c2cccnc2)n1)c1cc(F)ccc1F	/	0%	-6%	9%	0.7%	7%	-1%	-7%	0.9%

A second format for 4 compounds above.
structure,ER stress rescue,PhoP inhibition,Rac1 GTP hydrolysis,SV40 large T antigen,West Nile antiviral,GPR35 arrestin U2OS,LYP inhibition,Dengue-2 NS5 capping,RSV antiviral HEp-2
Cc1ccc(NC(=O)c2cncc(Br)c2)nc1,/,-3%,3%,26%,-0.8%,-8%,-7%,-7%,0.6%
Cc1ccc(OCc2nnc(SCC(=O)c3cccc([N+](=O)[O-])c3)n2C)cc1,1.4%,21%,13%,7%,-1.6%,-11%,-4%,-3%,2.8%
Cc1nc([N+](=O)[O-])cn1CC(=O)c1ccc(F)cc1,/,1%,9%,11%,-0.3%,5%,-4%,-6%,0.9%
CCCc1ccc(-c2cc(C(=O)NN3CCOCC3)c3ccccc3n2)cc1,-1.7%,-3%,6%,-5%,-0.8%,-8%,-2%,-6%,2.1%

New compounds follow
SMILES	ER stress rescue	PhoP inhibition	Rac1 GTP hydrolysis	SV40 large T antigen	West Nile antiviral	GPR35 arrestin U2OS	LYP inhibition	Dengue-2 NS5 capping	RSV antiviral HEp-2
COc1c2c(nc3occc13)C(CC=C(C)C)(OC)C(=O)C=C2 (stereo not drawn)	0.1%	1%	7%	4%	-0.8%	14%	-4%	0%	3.2%
COc1ccc(F)cc1CN1CCN(C(=O)CCC(=O)Nc2nnc(C3CCCCC3)s2)CC1	/	5%	-9%	5%	-0.2%	-2%	-15%	-2%	9.8%
Cc1ccccc1NC(=O)c1c(Cl)nc(C)c(Cl)c1C	-0.7%	-5%	2%	6%	-0.7%	6%	-3%	-2%	5.5%
CC1(C)CC(NC(=O)N2c3ccccc3Sc3ccccc32)CC(C)(C)N1	/	-2%	53%	-1%	0.4%	-3%	-1%	0%	0.3%
CC(C)(C)c1cc(C(=O)O)n(Cc2ccc(Cl)cc2Cl)n1	/	-2%	-5%	5%	0.1%	13%	-1%	-6%	1.6%
Cc1cc(C(=O)Nc2ncn(Cc3ccc(F)cc3)n2)ccc1[N+](=O)[O-]	/	0%	-4%	15%	-0.2%	-8%	-3%	-10%	-0.4%
COC(=O)CCC(=O)COc1ccc(OC)cc1C#N	-1.1%	4%	7%	17%	0.2%	19%	-4%	-6%	3.5%
COc1cc(C(=O)NCCC(=O)N2CCC3(CC2)NCCc2[nH]cnc23)cc(OC)c1OC	/	-4%	1%	10%	-0.5%	3%	-14%	-2%	2.4%
CC(C)NC(=O)c1cc2nc(-c3ccco3)cc(C(F)(F)F)n2n1	0.2%	2%	2%	7%	-0.1%	1%	-8%	-1%	0.9%
O=C(c1cccc(F)c1F)N1CCCC1	0.2%	5%	14%	10%	0.3%	11%	-7%	8%	2.4%
CCc1nnc(NC(=O)c2nc3nccc(C)n3n2)s1	-2.0%	-20%	3%	17%	0.2%	3%	-6%	-1%	0.0%
O=c1n(Cc2ccccc2)nc2n1-c1ccccc1SC2	/	-6%	3%	8%	-0.2%	5%	-5%	8%	2.3%
COc1ccc(NC(=O)c2sc(Cl)nc2-c2ccccc2)cc1	-5.3%	-18%	6%	4%	-0.3%	-6%	2%	-5%	3.8%
N#Cc1nc(COc2ccccc2Cl)oc1NCc1cccnc1	-0.9%	6%	7%	21%	-0.5%	12%	-10%	-10%	0.3%
O=C(Nc1ccccn1)C1CCCN1S(=O)(=O)c1ccc(Cl)cc1 (stereo not drawn)	/	-7%	11%	7%	-0.3%	-1%	-8%	3%	1.9%

Bioassay records as filed in PubChem BioAssay.
